GAA inhib: alpha-glucosidase (human) inhibition. P10253. purified human GAA, 4-MU-alpha-glucoside fluorescence. Potency, µM (highest dose often 76.9 µM), for inactives: at the top dose activity change, negative = inhibition, actives largely listed as inhibitors. 0.005% of 200,000 active;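 note: plate controls were uninhibited enzyme wells for no effect and no-enzyme background for full effect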
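Read-out is 4-methylumbelliferone fluorescence (Ex 365/Em 440 nm) after NaOH/glycine stop at pH 10. Enzyme 4 nM, substrate 400 uM, pH 5.0 citrate buffer, 20 min room temperature; AC50 from Hill-equation concentration-response.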
ALDH1A1 block: inhibitors of human aldehyde dehydrogenase 1A1 | P00352 | Purified ALDH1A1, NADH fluorescence, propionaldehyde substrate | Potency, µM (titrated, usually from 75.3 µM), for the others: at the highest dose activity, negative = inhibition, most hits filed as inhibitors | 7.3% of 220,000 active | AID 1030; active = well fitted inhibition curve with a large enough effect, not every such curve was filed as active; inconclusive = small, poorly fitted or top-dose-only effect, or another doubt; inactive = no such curve, though single readings can be large or run the other way;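 note: plate controls were no enzyme wells and a reference inhibitor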
Epigenetic derep: derepresses silenced GFP reporter in murine cells; murine LDR cells, GFP reporter derepression, 30 h; Potency, µM (top dose mostly 53.9 µM), without a hit: at the top dose GFP activation, actives largely listed as activators; 0.2% of 280,000 active; AID 1865; note: % of control where 0% means no effect; nearly all actives have a fitted effect of over 60% in size
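Derepression of a silenced CMV-GFP reporter in murine LDR cells is scored by enumerating GFP-positive cells with a laser-scanning microplate cytometer after 30 hours of treatment at 37 C.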
GAA glycogen: GAA glycogen-cleavage inhibition or activation; recombinant GAA, glycogen substrate, Amplex Red glucose oxidase fluorescence; P10253; 0.38% of 300,000 active; AID 2100; Potency, µM (titrated, usually from 76.4 µM), for the others: at the highest dose activity change, negative = inhibition, most hits filed as inhibitors;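 note: 0% = full enzyme reaction and -100% = no-enzyme basal signal; the screen sought inhibitors and activators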
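Natural-substrate format: glycogen cleavage by 4 nM human enzyme, glucose read by Amplex Red coupling (Ex 573, Em 610 nm). Normalized to enzyme and no-enzyme controls.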
NPSR antagonist: antagonists of human neuropeptide S receptor cAMP signaling; Q6W5P4; CHO-NPSR cells, cAMP TR-FRET, antagonist mode; Potency, µM (doses to about 38.3 µM), for inactives: at the highest dose activity change, negative = inhibition, actives largely listed as inhibitors; 1% of 220,000 active; note: % is set by controls: 0 for no effect and ±100 for the full control effect; nearly all actives have a fitted effect of over 50% in size; many of its hits are not listed in these tables
Target sequence (Q6W5P4 whole entry, looked up): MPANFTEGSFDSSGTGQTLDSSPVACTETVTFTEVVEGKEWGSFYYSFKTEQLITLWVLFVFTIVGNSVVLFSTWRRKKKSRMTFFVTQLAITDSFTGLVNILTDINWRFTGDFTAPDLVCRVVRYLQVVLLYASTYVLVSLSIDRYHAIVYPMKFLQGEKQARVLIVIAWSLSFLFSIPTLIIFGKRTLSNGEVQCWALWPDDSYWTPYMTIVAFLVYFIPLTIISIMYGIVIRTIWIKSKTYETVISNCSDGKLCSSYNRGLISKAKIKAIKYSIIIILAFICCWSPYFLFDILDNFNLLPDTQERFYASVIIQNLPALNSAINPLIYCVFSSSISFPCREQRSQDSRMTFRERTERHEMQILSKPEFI
aGlu spleen mod: inhibitors or activators of human alpha-glucosidase in spleen homogenate. P10253. human spleen homogenate, 4-MU-alpha-glucoside fluorescence. Potency, µM (doses to about 79.9 µM), without a hit: at the highest dose activity change, negative = inhibition, hits mostly inhibitors. 0.006% of 240,000 active. AID 2112;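 note: 0% = enzyme with vehicle and -100% = no enzyme basal signal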
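Compounds were titrated against alpha-glucosidase in spleen homogenate at pH 5.0, with 1 mM 4-methylumbelliferyl substrate for 40 min at 37 C. Reactions were quenched with pH 10 NaOH/glycine and fluorescence measured.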
Tau fluor counter: counter-screen for tau fibril formation inhibitors | tau K18 P301L (four-repeat tau fragment) Alexa594 fluorescence, heparin fibrillization | 0.93% of 280,000 active | Potency, µM (titrated, usually from 57.7 µM), inactives show at the top dose activity change, negative = decrease; note: % is set by controls: 0 for no effect and ±100 for the full control effect; nearly all actives have a fitted effect of over 55% in size
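Human K18 P301L tau (15 uM unlabeled plus 0.24 uM Alexa 594-labeled, final) in 100 mM sodium acetate pH 7 was mixed with compound and 20 uM heparin and incubated 6 hr at 37 C.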
GLA spleen mod: alpha-galactosidase A (human) modulation; P06280; human spleen homogenate, 4MU-alpha-Gal fluorescence, 40 min; Potency, µM (top dose mostly 80 µM), for the others: at the top dose activity change, negative = inhibition, most hits filed as inhibitors; 0.008% of 240,000 active;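 note: 0% = enzyme with vehicle and -100% = no enzyme basal signal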
Target sequence (P06280 32-429 limits assumed): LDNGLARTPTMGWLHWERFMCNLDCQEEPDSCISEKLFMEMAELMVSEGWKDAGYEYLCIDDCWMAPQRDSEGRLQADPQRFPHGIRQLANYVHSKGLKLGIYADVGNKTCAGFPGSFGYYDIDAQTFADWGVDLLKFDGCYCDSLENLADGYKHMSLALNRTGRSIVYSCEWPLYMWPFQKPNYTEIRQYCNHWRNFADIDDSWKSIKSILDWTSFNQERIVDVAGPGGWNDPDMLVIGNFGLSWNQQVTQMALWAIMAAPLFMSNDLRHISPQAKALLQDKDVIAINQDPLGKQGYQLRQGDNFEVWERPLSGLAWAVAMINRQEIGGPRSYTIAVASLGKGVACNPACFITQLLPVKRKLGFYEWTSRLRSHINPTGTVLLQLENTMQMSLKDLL
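Spleen homogenate 1 ug + cpd (titration) + 4-MU-alpha-D-galactopyranoside 1 mM; 37C 40 min; 50 mM citrate/phosphate pH 5.0, 0.01% Tween-20; stop pH 10; fluorescence 365/440; AC50 via Hill.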
* hit, by the source's call; ? = inconclusive; . = no result given; [ ] = remark or other dose. Unless noted, calls come from the whole dose curve; as a rule, active = well fitted curve in the direction sought with a large enough effect; inconclusive = small, poorly fitted or top-dose-only effect, or another doubt; inactive = no such curve, though single readings can be large; an effect the other way counts as inactive or inconclusive. Potency is the fitted concentration of half-maximal effect. Only part of the results is shown; the hit share may differ from the screen's.

SMILES	GAA inhib	ALDH1A1 block	Epigenetic derep	GAA glycogen	NPSR antagonist	aGlu spleen mod	Tau fluor counter	GLA spleen mod
Cc1ccc(CNC(=O)CSCc2ccccc2)cc1	13.3%	-7.3%	-5.8%	6.2%	8.8%	-3.2%	-12.3%	-4.9%
Fc1ccccc1Cc1noc(CN2CCN(c3ccc(Cl)cn3)CC2)n1	0.1%	-0.7%	0.3%	2.9%	20.2%	-4.9%	-16.5%	-4.7%
CN(C)CCCC(C)(O)C(C)(C)c1ccccc1 (stereo unspecified)	0.8%	11.6%	-1.1%	2.2%	8.8%	-0.7%	5.0%	-7.9%
CN(C)C(=O)c1cn(-c2ccccc2)nc1-c1cccs1	-8.6%	-15.6%	0.0%	4.5%	-6.8%[46.1 µM]	-9.3%	-3.4%	-2.5%
C#CCOC(=O)CCCC(=O)Nc1ccccc1OC	-2.2%	9.1%	-2.4%	4.5%	-1.9%[46.1 µM]	4.4%	6.7%	14.2%
Cc1csc2nc(NC(=O)c3ccccc3)sc(=O)c12	.	.	-1.3%	3.9%	-0.7%	4.0%	0.4%	-4.3%
COc1ccc(CC(NC(C)=O)C(=O)NC2CCN(C(=O)NCc3ccccc3)CC2)cc1OC (stereo unspecified)	4.7%	1.0%	1.0%	-3.0%	-7.0%[46.1 µM]	-1.8%	-2.3%	-1.5%
Cn1cnnc1SCc1ccccc1Br	-2.0%	13.7%	-6.1%	2.0%	3.4%[46.1 µM]	-2.2%	-1.3%	0.9%
O=S(=O)(NC1CC1)c1cccc(S(=O)(=O)N2CCCC2)c1	-6.4%	-13.3%	-1.2%	-14.9%	-6.0%[46.1 µM]	-2.7%	8.6%	7.6%
CCCc1nc2oc3c(NCCOCCO)ncnc3c2c2c1COC(C)(C)C2	-2.9%	?	3.8%	-7.3%	8.2%[46.1 µM]	-1.3%	-6.6%	-0.1%
CCCCCCC1CC(CCc2nc(=S)[nH][nH]2)C(=O)O1 (stereo unspecified)	0.0%	?	0.0%	-27.4%	-7.7%	8.5%	5.1%	-8.0%
Cc1ccccc1Nc1oc(-c2ccccc2)nc1-c1ccccc1F	.	1.8%	0.8%	.	.	-7.5%	-21.0%	-3.3%
COc1ccc(OC)c(C(=O)CN2C(=O)NC(C)(c3ccccc3)C2=O)c1 (stereo unspecified)	-0.5%	-1.9%	-1.1%	5.4%	-7.9%[46.1 µM]	-3.9%	-3.5%	-0.9%
Cn1cnc2c(=O)[nH]cc([N+](=O)[O-])c21	-1.8%	3.1%	1.3%	0.1%	15.5%	-2.7%	4.9%	1.0%
O=C(CNC(=O)c1ccco1)OCC(=O)c1ccc2c(c1)CCCC2	3.7%	-7.5%	-1.2%	4.1%	-5.8%[46.1 µM]	-10.4%	-6.3%	-6.9%
O=C(O)c1c(F)c(F)c(F)c(F)c1-c1ccc(Cl)cc1	-6.0%	2.5%	2.4%	1.7%	-5.8%[46.1 µM]	1.2%	0.2%	5.5%
O=C(O)C1C2C=CC(C2)C1C(=O)Nc1ccc2c(c1)OCCO2 (stereo unspecified)	?	0.8%	0.7%	-15.1%	-0.5%[46.1 µM]	-4.3%	-2.8%	-5.2%
CCN(CC)S(=O)(=O)c1ccc(OC)c(NC(=S)Nc2cccc(C)c2C)c1	-4.2%	25.1µM*	-0.5%	-1.5%	6.4%	3.5%	-4.4%	2.5%
CCN(CC)C(=S)Oc1c(Cl)cccc1Cl	.	.	-0.1%	8.0%	-9.4%	-0.7%	-16.2%	5.7%
Cc1ccc(CCNC(=O)C2CCC(CNc3c(N4CCC(C)CC4)c(=O)c3=O)CC2)cc1 (stereo unspecified)	3.6%	-4.7%	-3.1%	7.0%	-37.1%	-4.1%	-4.2%	3.0%
CC(=O)C1C(c2ccc(Br)cc2)C2C(C)=NN=C2CC1(C)O (stereo unspecified)	-1.7%	8.8%	0.0%	9.8%	-4.8%[46.1 µM]	3.9%	-5.5%	-1.9%
Cc1ccc(C(=O)N2CCN3C(=O)c4ccccc4C23c2ccc(Cl)cc2)cc1 (stereo unspecified)	-1.4%	-4.2%	1.1%	4.4%	?	-0.4%	-7.6%	1.7%
CC1=C(C(=O)N2CCCCC2)C(c2cccs2)NC(=O)N1 (stereo unspecified)	-5.1%	6.5%	0.0%	7.3%	-13.5%[46.1 µM]	-18.3%	2.1%	-5.4%
CCCCC(=O)Nc1ccc2oc(-c3ccncc3)nc2c1	-5.9%	?	0.0%	4.1%	6.0%[46.1 µM]	1.1%	-8.4%	4.2%
O=C(O)c1cccc(Oc2ccccc2[N+](=O)[O-])c1	-3.5%	-0.3%	0.9%	15.0%	3.3%	-7.2%	-4.3%	-0.2%
Cc1ccc(-c2nn(-c3ccccc3)cc2/C=C2\SC(=S)N(CC(=O)O)C2=O)cc1	.	.	-5.2%	1.4%	12.6µM*	-0.4%	-11.6%	-4.5%
CCOC(=O)c1cnc(-n2nc(C)cc2C)nc1Nc1ccc2c(c1)OCO2	5.6%	?	-4.0%	-4.4%	?	-4.3%	-5.8%	2.5%
CCOC(=O)C1=C(O)/C(=C/c2ccc(OCC(=O)O)c(OCC)c2)SC1=Nc1ccc(C)cc1	-1.5%	?	0.5%	0.8%	-20.8%	-20.9%	14.4%	-9.9%
Cc1c(C(=O)OC(C)C)sc(N)c1C(=O)OC(C)C	2.2%	?	2.1%	-13.1%	-38.7%	-8.3%	1.3%	-0.8%
Cc1ccc(C(C(=O)NC(C)(C)C)N(C(=O)c2csnn2)c2cccc(F)c2)o1 (stereo unspecified)	-3.4%	5.8%	0.9%	4.5%	-10.5%[46.1 µM]	2.6%	-0.1%	7.8%
COc1ccc(-n2nc([N+](=O)[O-])c(=NCCc3ccccc3)n2O)cc1	1.8%	-12.9%	-1.1%	-0.9%	8.0%	-0.3%	-12.7%	-2.7%
CCOc1ccccc1-c1nc(CN2CCCC2c2nccs2)c(C)o1 (stereo unspecified)	-4.4%	-9.1%	0.1%	-8.6%	8.4%	-2.6%	-11.5%	1.6%
COc1ccc(C(CC(=O)c2ccccc2)S(=O)(=O)c2ccc(C)cc2)cc1 (stereo unspecified)	-1.4%	?	0.3%	0.0%	-18.9%[46.1 µM]	5.4%	-12.2%	7.0%
CCOC(=O)c1[nH]c2ccc(OC)cc2c1NC(=O)/C=C/c1ccc2c(c1)OCO2	1.5%	21.8%	0.0%	0.5%	-16.0%	-6.2%	-5.3%	-10.6%
CC1CCN(C(=O)CSc2nc3ccccc3c(=O)[nH]2)CC1	0.5%	?	-0.2%	-3.2%	-2.5%	3.9%	-5.0%	-2.4%
Cc1cc(C)nc(NN=C(c2ccccc2)c2ccccc2)n1	-9.9%	?	3.5%	0.8%	-18.2%	-4.2%	3.4%	-4.4%
O=C(COc1ccc(/C=N/NC(=O)c2cc3ccccc3o2)cc1Cl)Nc1ccccc1	?	?	-0.9%	0.9%	3.98µM*	-11.6%	-11.1%	-8.9%
NC(=O)c1ccccc1NC(=O)/C=C/c1c(Cl)cccc1Cl	-1.9%	?	-2.5%	-3.4%	-12.3%[46.1 µM]	-1.2%	-21.0%	-1.9%
Cc1c(Cl)cccc1-n1c(SCC(=O)NCc2ccccc2Cl)nnc1-c1ccncc1	-9.8%	?	-1.5%	5.7%	?	-3.4%	-3.4%	4.8%
Cc1cc(=O)[nH]c(N/N=C/c2c[nH]c3ccccc23)n1	-19.5%	?	0.0%	-25.7%	-3.1%	0.0%	?	-0.9%
Cc1ccc2nc3ccc(N4CCCCCCC4)nn3c(=O)c2c1	-1.8%	10µM*	-0.6%	5.3%	?	-4.5%	-7.1%	3.8%
COc1ccc(-c2csc(-c3cccs3)n2)cc1OC	2.8%	?	-1.4%	-8.2%	3.7%	3.6%	?	1.0%
COc1cc(OC)c(C2C(C#N)=C(N)Oc3cc(C)n(CCCN4CCOCC4)c(=O)c32)cc1OC (stereo unspecified)	-5.1%	?	-1.8%	3.8%	17.5%[46.1 µM]	-6.2%	-1.0%	-1.2%
Cc1occc1-c1nnc(SCC(=O)NCCc2ccccc2)n1Cc1ccccc1	-4.4%	?	-1.9%	-5.4%	-16.8%[46.1 µM]	-21.4%	-5.4%	-4.8%
CCC(=O)Nc1ccc(NC(=O)c2cc3ccccc3o2)cc1	-3.1%	?	0.4%	6.3%	-26.0%[46.1 µM]	-4.7%	-11.5%	-0.4%
O=C1[C@H]2[C@H]3[C@H](O)[C@H](O)C/C(=N/OC[C@@H](O)COCc4ccco4)[C@H]3CC[C@@H]2C(=O)N1Cc1ccc2c(c1)OCO2	.	1.9%[13.5 µM]	0.8%[10.1 µM]	.	.	2.6%[17.4 µM]	-3.1%[11.6 µM]	-5.9%[17.5 µM]
c1ccc(COc2ccc(OCCCN3CCCCC3)cc2)cc1	-6.4%	-6.8%	-0.2%	2.5%	3.4%[46.1 µM]	-3.8%	-10.5%	-5.2%
CC(Cc1cccs1)NC(=O)Nc1ccc(Cl)c(Cl)c1 (stereo unspecified)	-1.0%	?	-7.4%	-6.2%	-12.2%[46.1 µM]	2.5%	?	7.9%
Cc1ccc2cccc(NC(=O)c3ccc(Br)o3)c2n1	-17.9%	?	-1.7%	3.5%	-28.9%[46.1 µM]	-2.5%	-21.9%	-0.5%
CCc1cccc(N(C(=O)c2csnn2)C(C(=O)NC(C)(C)CC)c2ccccn2)c1 (stereo unspecified)	3.7%	?	-1.1%	-0.5%	0.5%	-0.2%	-1.9%	-1.8%

Given field by field: part of the list above.
> COc1ccc(-c2csc(-c3cccs3)n2)cc1OC
  GAA inhib = 2.8%
  ALDH1A1 block = ?
  Epigenetic derep = -1.4%
  GAA glycogen = -8.2%
  NPSR antagonist = 3.7%
  aGlu spleen mod = 3.6%
  Tau fluor counter = ?
  GLA spleen mod = 1.0%

> COc1cc(OC)c(C2C(C#N)=C(N)Oc3cc(C)n(CCCN4CCOCC4)c(=O)c32)cc1OC (stereo unspecified)
  GAA inhib = -5.1%
  ALDH1A1 block = ?
  Epigenetic derep = -1.8%
  GAA glycogen = 3.8%
  NPSR antagonist = 17.5%[46.1 µM]
  aGlu spleen mod = -6.2%
  Tau fluor counter = -1.0%
  GLA spleen mod = -1.2%

> Cc1occc1-c1nnc(SCC(=O)NCCc2ccccc2)n1Cc1ccccc1
  GAA inhib = -4.4%
  ALDH1A1 block = ?
  Epigenetic derep = -1.9%
  GAA glycogen = -5.4%
  NPSR antagonist = -16.8%[46.1 µM]
  aGlu spleen mod = -21.4%
  Tau fluor counter = -5.4%
  GLA spleen mod = -4.8%

> CCC(=O)Nc1ccc(NC(=O)c2cc3ccccc3o2)cc1
  GAA inhib = -3.1%
  ALDH1A1 block = ?
  Epigenetic derep = 0.4%
  GAA glycogen = 6.3%
  NPSR antagonist = -26.0%[46.1 µM]
  aGlu spleen mod = -4.7%
  Tau fluor counter = -11.5%
  GLA spleen mod = -0.4%
